# OXTR potentiate – potentiates the human oxytocin receptor response; P30559; CHO-OTR cells, Fluo-8 calcium fluorescence, potentiator mode; 0% = oxytocin EC15, 100% = EC100; activation, % at 3 µM; 320,000 compounds, 0.061% hits;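 active = activation above that plate's cutoff, the mean activation of tested compounds plus 3 SD, cut at about 6.6% in these data, passing the limit was not always enough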;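 note: 100% uses oxytocin at 75 nM as the full agonist control; some results filed as inactive read as strong as hits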
# Target sequence (P30559 whole entry, looked up): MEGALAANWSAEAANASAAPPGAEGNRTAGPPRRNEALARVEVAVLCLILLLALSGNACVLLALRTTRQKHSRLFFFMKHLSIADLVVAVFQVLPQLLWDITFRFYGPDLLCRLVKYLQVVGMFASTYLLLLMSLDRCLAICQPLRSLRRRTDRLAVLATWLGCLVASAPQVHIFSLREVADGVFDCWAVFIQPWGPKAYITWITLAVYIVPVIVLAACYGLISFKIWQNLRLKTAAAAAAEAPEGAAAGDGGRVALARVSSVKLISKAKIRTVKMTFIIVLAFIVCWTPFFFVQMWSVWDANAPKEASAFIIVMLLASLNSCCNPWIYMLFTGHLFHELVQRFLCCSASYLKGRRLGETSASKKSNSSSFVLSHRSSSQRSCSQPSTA
#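 test system = CHO-OTR cells, human receptor | compound = single-point 3.0 µM | schedule = 6 min compound pre-incubation at room temperature, 100 s kinetic read | signal = Fluo-8 no-wash calcium dye fluorescence, excitation 470-495 nm, emission 515-575 nm | repeats = single well per compound, singlicate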
# M1 ag parental – nonselective activator or artifact in parental CHO-K1 cells; activation, % at 3 µM; AID 602248; Fluo-8 calcium fluorescence; scaled to maximal ATP response, vehicle zero; 360,000 compounds, 0.48% hits; in the data active = activation above about 15%;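 note: untransfected CHO-K1 host cells lacking M1 receptor as counterscreen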
# CHO parental Ca – counter-screen for OX1R antagonists: effect in parental CHO cells; 330,000 compounds, 0.63% hits; inhibition, % at 5.6 µM; AID 463079; parental CHO-K1, ATP-induced calcium, Fluo-8 fluorescence;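 active = inhibition above that plate's mean sample inhibition plus 3 SD, cut at about 26% in these data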;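 note: 0% = ATP-challenged DMSO wells and 100% = DMSO wells without ATP; some compounds past the cut are filed as inactive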
#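 test system = CHO parental line | reagent = ATP stimulus | measured by = intracellular calcium via Fluo-8 no-wash fluorescent dye | control set = ATP and no-ATP DMSO wells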
# M1 antag – blocks human M1 muscarinic receptor. P11229. CHO-K1 hM1, Fluo-8 calcium fluorescence, ACh EC80 antagonist. inhibition, % at 3 µM. 360,000 compounds, 1.3% hits. AID 588852;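 active = percent inhibition above its own plate's cutoff, namely the mean of that plate's compound wells plus 3 SD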;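 note: peak over basal fluorescence ratio during 140 s after agonist addition; 0% = ACh EC80 plus DMSO and 100% = DMSO alone without agonist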
# CHO-K1 Ca antag – counter-screen for M1 antagonists: effect in parental CHO-K1 cells; ATP-induced calcium, Fluo-8 fluorescence; inhibition, % at 3 µM; 360,000 compounds, 0.6% hits; AID 602250;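 active = inhibition above a per-plate cutoff, the plate's mean sample inhibition plus 3 SD, cut at about 24% in these data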;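 note: 0% = DMSO plus EC80 ATP and 100% = DMSO alone without ATP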
# M1 ag – agonists of human M1 muscarinic receptor. P11229. 360,000 compounds, 0.33% hits. CHO-K1 hM1, Fluo-8 calcium fluorescence, agonist mode; 0% DMSO, 100% acetylcholine EC100. activation, % at 3 µM. AID 588814;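 active = activation above the run's mean compound activation plus 3 SD, cut at about 16% in these data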;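 note: peak over basal fluorescence ratio within a 140 s kinetic read after compound addition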
# M4 ag – CHRM4 agonism in calcium assay; CHO-K1 hM4/Gqi5, Fluo-8 calcium fluorescence; vehicle 0%, full acetylcholine response 100%; activation, % at 3 µM; 360,000 compounds, 0.14% hits; AID 624127;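 active = activation above the run mean over all test wells plus 3 SD, cut at about 32% in these data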;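 note: peak over basal fluorescence ratio per well then scaled between controls; 0% = DMSO wells and 100% = acetylcholine at EC100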
# Target sequence (P08173 whole entry, looked up): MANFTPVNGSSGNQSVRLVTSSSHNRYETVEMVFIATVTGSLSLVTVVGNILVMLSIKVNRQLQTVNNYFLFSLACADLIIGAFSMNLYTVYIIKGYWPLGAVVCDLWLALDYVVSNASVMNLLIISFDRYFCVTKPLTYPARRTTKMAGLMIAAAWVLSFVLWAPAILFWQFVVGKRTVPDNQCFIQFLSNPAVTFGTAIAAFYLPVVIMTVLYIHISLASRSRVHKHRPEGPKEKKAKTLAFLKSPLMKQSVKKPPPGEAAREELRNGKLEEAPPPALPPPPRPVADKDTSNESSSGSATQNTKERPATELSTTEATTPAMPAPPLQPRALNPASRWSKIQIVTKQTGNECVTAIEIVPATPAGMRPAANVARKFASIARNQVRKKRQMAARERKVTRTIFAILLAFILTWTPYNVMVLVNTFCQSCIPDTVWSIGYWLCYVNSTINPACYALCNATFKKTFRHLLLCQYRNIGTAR
# M1 PAM – human CHRM1 positive allosteric modulation; P11229; CHO-K1 hM1, Fluo-8 calcium fluorescence, ACh EC20; 0% = ACh EC20, 100% = maximal ACh; activation, % at 3 µM; 360,000 compounds, 0.088% hits; in the data active = activation above about 19%, passing the limit was not always enough
# M4 antag – blocks acetylcholine activation of human M4 receptor; P08173; CHO-hM4 cells, ACh EC80, Fluo-8 calcium fluorescence; AID 624125; 360,000 compounds, 0.73% hits; inhibition, % at 3 µM;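 active = inhibition above its plate's cutoff, the mean inhibition of sample wells plus 3 SD, cut at about 27% in these data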;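 note: 0% = acetylcholine EC80 with DMSO and 100% = DMSO without agonist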
# * = called active by the depositor; / = not tested or not shown.
SMILES,OXTR potentiate,M1 ag parental,CHO parental Ca,M1 antag,CHO-K1 Ca antag,M1 ag,M4 ag,M1 PAM,M4 antag
Cc1cc(C)c(C#N)c(Nc2ccccc2Cl)n1,-3,0.5,-19,-5,-25,-2,0,-7,1
CC(CCc1ccccc1)NC(=O)C1CCC1 (stereo not drawn),-5,0.6,-10,-11,-8,-3,1,5,-12
Cc1ccc(NC(=O)C2C3C=CC(O3)C2C(=O)O)c(C)c1 (stereo not drawn),-3,0.1,-3,-12,-11,-1,0,7,-2
CC1(C)CCC[C@]2(C)C(CS(=O)c3ccccc3)=C(C=O)CC[C@@H]12 (stereo partly drawn),-1,1.8,-8,-19,-16,0,3,15,-18
O=C(CSc1nc(C2CCCCC2)nc2ccccc12)N1CCCC1,-20,1.2,-20,-4,-9,-3,3,8,-2
CCc1nnc(NC(=O)CSc2nnc(-c3ccco3)n2C)s1,1,1.1,-2,8,-5,-5,0,-6,8
COc1cc(NC(=O)CSc2nc3[nH]ncc3c(=O)n2-c2ccccc2)cc(OC)c1OC,/,-0.7,/,-13,1,1,0,9,-5
COc1ccc(CCC(=O)NC(C)c2ccccc2)cc1OC (stereo not drawn),1,0.1,-13,10,-2,-5,1,-7,-22
N#CNC(=Nc1cccc(F)c1)SCc1ccccc1,-13,12,16,2,3,-2,11,-6,-7
c1ccc2c3c(cc(N4CCOCC4)c2c1)OC1(N2CCOCC2)CCCCC1O3 (stereo not drawn),0,0.4,-14,7,3,-6,1,2,-5
CCCN1CCN(c2ncnc3c2nnn3Cc2ccccc2)CC1,-7,0.3,-2,16,-1,-7,1,-10,2
O=C(NC(=S)Nc1c(Cl)ccc2nsnc12)c1ccco1,-3,-0.7,-20,7,21,-6,0,4,7
Cn1nnnc1SCc1c(F)cccc1F,0,-0.1,0,-3,-15,-12,0,3,-5
COc1ccc2nc(-c3ccccn3)[nH]c2c1,-9,1.0,-7,-11,-6,-4,0,8,3
COc1ccc(S(=O)(=O)N2CCOC23CCN(C(=O)c2ccccc2OC)CC3)cc1,-10,1.5,-6,-13,-6,-3,1,9,-9
COc1ccc(CC(=O)OCC(=O)NC2CCCCCC2)cc1OC,/,0.3,/,-5,2,-3,1,4,1
Cc1cc(C(=O)CN2C(=O)C(=O)N(CC(C)C)C2=O)c(C)n1C1CC1,-5,4.0,-16,2,-12,-3,10,-5,-13
Fc1ccc(-c2nc3ccccn3c2NCc2ccc3c(c2)OCO3)cc1,-3,3.6,-25,11,26*,-10,16,-7,7
Cc1ccc(-c2c[nH]c(=S)n2-c2ccccc2F)cc1,-5,0.9,-14,-7,-15,-5,-1,4,4
Cc1ccc(NC(=O)COC(=O)c2ccc(-n3cccn3)cc2)cc1C,-4,-0.1,-2,-1,-10,-5,1,2,8
CCN(CC)S(=O)(=O)c1ccc(C(=O)NCC(=O)NC2CC2)cc1,-2,0.4,11,-3,-2,-3,-1,1,6
COc1ccccc1CNC(=O)CN1c2cccc3cccc(c23)S1(=O)=O,-5,5.7,-21,9,1,-5,7,-5,0
CCn1c(CNC(=O)c2ccc(OC)c(OC)c2)nnc1SCC(=O)c1ccc(OC)cc1,-5,4.6,-10,-24,-3,-3,0,1,2
CCOc1ccc(NC(=O)CSc2nnc(Cn3cnc4ccccc43)n2C)cc1,-10,-0.1,-20,-26,3,-3,1,5,0
COC(=O)c1ccc(CNC(=O)Cn2cnc3c(NCc4ccccc4)ncnc32)cc1,/,3.0,-15,-10,-22,9,6,3,-33
# Other entries follow:
SMILES,OXTR potentiate,M1 ag parental,CHO parental Ca,M1 antag,CHO-K1 Ca antag,M1 ag,M4 ag,M1 PAM,M4 antag
COc1cccc(CNC(=O)COC(=O)c2c(C)nn(-c3ccccc3)c2Cl)c1,-6,-0.2,-20,-1,2,-4,1,6,7
CC(=O)NC1C(=O)N(CCN2CCOCC2)c2ccc(Br)cc21 (stereo not drawn),-10,1.1,-1,-4,-9,-3,1,3,-2
CCOc1ccc(OCC(=O)NCc2n[nH]c(=O)c3ccccc23)cc1,-7,0.7,-4,-7,-8,-5,1,7,-14
CCN(c1ccc(NC(=O)c2cccc(S(=O)(=O)N3CCN(C)CC3)c2)cc1)C(C)C,-5,2.1,-8,-7,-7,-5,4,2,-19
CCC1CCCCN1C(=O)Cn1nc([N+](=O)[O-])c(Cl)c1C (stereo not drawn),-5,-0.1,-12,6,-9,-3,1,1,8
COCCn1c(SCC(=O)N2CCc3ccccc3C2)nc2cc(Cl)ccc2c1=O,-11,0.5,-24,-6,-6,-7,2,3,-3
Nn1c(=O)[nH]c2ccccc2c1=O,2,0.1,-14,-8,12,-1,0,5,4
COc1ccc(C(=O)NC(CCSC)C(=O)NC2CC2)cc1 (stereo not drawn),-1,-0.5,-13,-1,-7,-3,0,2,-3
CCOc1ccc(NC(=O)CSc2nc(N)c(-c3ccccc3)c(=O)[nH]2)cc1,-2,-0.7,-17,-3,17,-4,1,0,9
Cc1csc(SCC(=O)NC23CC4CC(CC(C4)C2)C3)n1,-7,0.5,-18,-18,-12,-4,-1,14,-7
Cc1cc(C(=O)COC(=O)c2nccnc2N)c(C)n1C,-14,-0.8,-10,3,14,-2,1,4,-5
Cc1ccc(C)n1NC(=O)c1ccccc1[N+](=O)[O-],-8,6.1,-4,-5,-5,-7,2,17,2
COc1cccc(NC(=O)Nc2cc(C(=O)NC(C)C)ccc2N2CC3CC(C2)c2cccc(=O)n2C3)c1 (stereo not drawn),-4,1.5,-31,-6,-6,1,3,4,3
CCCN1CCN(C(=O)c2ccc(S(=O)(=O)N(C)c3ccccc3OC)cc2)CC1,/,2.2,/,-13,-5,-6,4,2,-12
O=C(Nc1ccc(OC(=O)c2ccco2)cc1)c1ccco1,-11,-0.1,-26,7,28*,2,2,10,2
Cc1ccc(NS(=O)(=O)c2ccc(C(=O)NCC3CCCO3)cc2)cc1 (stereo not drawn),-11,5.5,-4,3,-3,11,9,0,-4
O=C(Nc1ccc2c(c1)nc1n2CCOC1)C1CCCCC1,-3,1.2,-11,-19,-13,-4,1,15,2
O=C(CN1C(=O)CSc2ccc(S(=O)(=O)N3CCOCC3)cc21)NCCCN1CCOCC1,-14,0.3,-15,-1,-1,-3,0,4,5
CCOc1ccc(Oc2ccc(S(=O)(=O)N3CCOCC3)cc2NC(=O)CCNC(C)=O)cc1,2,0.2,-4,-11,-5,-2,3,11,-5
CCCCN(C)CCNC(=O)CN1C(=O)CSc2ccc(S(=O)(=O)N3CCCCC3)cc21,-7,-0.1,-26,12,-5,-6,0,-7,14
Cc1ccccc1C1CCCN(Cc2nc(C3CC3)no2)C1 (stereo not drawn),2,0.4,-13,5,-7,-6,1,-4,-8
COC(=O)C1SCC2C(=O)N(Cc3ccc(F)cc3)CC(=O)N21 (stereo not drawn),-9,0.7,2,-7,-7,-7,1,11,-8
CCOc1ccc(CNC(=S)N/N=C/c2ccncc2)cc1,5,-0.8,-20,-1,10,-7,2,9,-2
O=C(NNc1cc(Cl)ccc1Cl)c1cccnc1Cl,-4,0.7,-22,0,6,-9,1,-1,5
O=C(CSc1nnc(-c2ccc(F)cc2)o1)N1CCN(C(=O)c2ccco2)CC1,-11,1.2,-16,-6,5,1,5,14,-6

# A draw from above in order of SMILES length, highest first.
SMILES,OXTR potentiate,M1 ag parental,CHO parental Ca,M1 antag,CHO-K1 Ca antag,M1 ag,M4 ag,M1 PAM,M4 antag
Cc1ccc(C)n1NC(=O)c1ccccc1[N+](=O)[O-],-8,6.1,-4,-5,-5,-7,2,17,2
O=C(NNc1cc(Cl)ccc1Cl)c1cccnc1Cl,-4,0.7,-22,0,6,-9,1,-1,5
Nn1c(=O)[nH]c2ccccc2c1=O,2,0.1,-14,-8,12,-1,0,5,4

# Other records
SMILES,OXTR potentiate,M1 ag parental,CHO parental Ca,M1 antag,CHO-K1 Ca antag,M1 ag,M4 ag,M1 PAM,M4 antag
O=C(CN1C(=O)COc2ccccc21)Nc1ccccc1F,-8,1.4,19,-12,-8,-3,1,1,-9
COc1ccc(NC(=O)C2C3C=CC(O3)C2C(=O)NCc2cccnc2)cc1 (stereo not drawn),-15,0.4,3,-4,3,-6,1,11,-1
COc1ccccc1NS(=O)(=O)c1ccc(C)c(C(=O)NCc2cccnc2)c1,-5,0.3,-17,-18,-16,-5,1,14,-11
COC(=O)[C@]1(C)N[C@H](c2ccc(-c3ccccc3)cc2)[C@@H]2C(=O)N(C)C(=O)[C@@H]21,-5,0.7,4,-5,-5,-4,3,0,-4
Cn1ccnc1Sc1ccc(C=O)cc1[N+](=O)[O-],2,2.2,9,-4,-9,-1,2,8,-4
N#Cc1c(=O)c2nc(NCCCO)ncc2n2c(=O)c3ccccc3[nH]c12,-13,-0.8,7,3,9,-5,0,1,1
O=C(Cn1cnc2c(oc3ccccc32)c1=O)NCC1CCCO1 (stereo not drawn),-6,-0.3,-7,-18,0,2,1,12,-6

# Reformatted with values under each structure: entries from further up.
# Every second line gives: OXTR potentiate | M1 ag parental | CHO parental Ca | M1 antag | CHO-K1 Ca antag | M1 ag | M4 ag | M1 PAM | M4 antag
> Cc1ccccc1C1CCCN(Cc2nc(C3CC3)no2)C1 (stereo not drawn)
  2 | 0.4 | -13 | 5 | -7 | -6 | 1 | -4 | -8
> COC(=O)C1SCC2C(=O)N(Cc3ccc(F)cc3)CC(=O)N21 (stereo not drawn)
  -9 | 0.7 | 2 | -7 | -7 | -7 | 1 | 11 | -8
> CCOc1ccc(CNC(=S)N/N=C/c2ccncc2)cc1
  5 | -0.8 | -20 | -1 | 10 | -7 | 2 | 9 | -2
> O=C(NNc1cc(Cl)ccc1Cl)c1cccnc1Cl
  -4 | 0.7 | -22 | 0 | 6 | -9 | 1 | -1 | 5
> O=C(CSc1nnc(-c2ccc(F)cc2)o1)N1CCN(C(=O)c2ccco2)CC1
  -11 | 1.2 | -16 | -6 | 5 | 1 | 5 | 14 | -6
> O=C(CN1C(=O)COc2ccccc21)Nc1ccccc1F
  -8 | 1.4 | 19 | -12 | -8 | -3 | 1 | 1 | -9
> COc1ccc(NC(=O)C2C3C=CC(O3)C2C(=O)NCc2cccnc2)cc1 (stereo not drawn)
  -15 | 0.4 | 3 | -4 | 3 | -6 | 1 | 11 | -1
> COc1ccccc1NS(=O)(=O)c1ccc(C)c(C(=O)NCc2cccnc2)c1
  -5 | 0.3 | -17 | -18 | -16 | -5 | 1 | 14 | -11
> COC(=O)[C@]1(C)N[C@H](c2ccc(-c3ccccc3)cc2)[C@@H]2C(=O)N(C)C(=O)[C@@H]21
  -5 | 0.7 | 4 | -5 | -5 | -4 | 3 | 0 | -4
> Cn1ccnc1Sc1ccc(C=O)cc1[N+](=O)[O-]
  2 | 2.2 | 9 | -4 | -9 | -1 | 2 | 8 | -4
> N#Cc1c(=O)c2nc(NCCCO)ncc2n2c(=O)c3ccccc3[nH]c12
  -13 | -0.8 | 7 | 3 | 9 | -5 | 0 | 1 | 1
> O=C(Cn1cnc2c(oc3ccccc32)c1=O)NCC1CCCO1 (stereo not drawn)
  -6 | -0.3 | -7 | -18 | 0 | 2 | 1 | 12 | -6
